proCasp3 act – activators of human procaspase-3. activation, % at 8.5 µM. 330,000 compounds, 0.11% hits. recombinant procaspase-3 D3A, Ac-DEVD-pNA absorbance 405 nm. P42574;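 active = activation above the mean of all tested compounds plus 3 SD, cut at about 21% in these data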;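 note: 0% = DMSO alone and 100% = DMSO wells spiked with extra 5 µM PC-3 D3A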
Target sequence (P42574 whole entry D9A/D28A/D175A): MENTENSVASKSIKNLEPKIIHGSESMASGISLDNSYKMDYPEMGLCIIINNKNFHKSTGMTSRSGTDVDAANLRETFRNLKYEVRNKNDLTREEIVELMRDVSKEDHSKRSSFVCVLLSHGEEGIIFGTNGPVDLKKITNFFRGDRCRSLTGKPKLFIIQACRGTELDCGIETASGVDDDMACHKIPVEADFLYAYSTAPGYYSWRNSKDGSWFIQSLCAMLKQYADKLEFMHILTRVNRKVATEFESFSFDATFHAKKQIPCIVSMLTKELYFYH
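Compound: 8.5 µM single point, 0.8% DMSO / Material: Autoprocessing-dead procaspase-3 D3A mutant enzyme / Timing: 1 h preincubation plus 2 h reaction at 25 °C / Medium: Zinc-free HEPES/NaCl buffer with 0.01% Triton X-100 at pH 7.4 / Technique: 405 nm absorbance of p-nitroaniline, reads at 0 and 120 min / Repeats: one well per compound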
TPT1 inhibitor – C. albicans TPT1 enzyme inhibition | AID 1962 | 300,000 compounds, 0.81% hits | recombinant caTPT1, FP RNA substrate dephosphorylation | inhibition, % at 5 µM;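 active = inhibition above the mean of all tested compounds plus 3 SD, set per screening campaign, cut at about 24% in these data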;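 note: plate controls were DMSO alone for no effect and ferristatin control at 100 nM for full effect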
HCV core dimer – HCV core protein dimerization inhibition | inhibition, % at 5 µM | TR-FRET GST/Flag-core106 dimerization, 1536-well | 300,000 compounds, 0.33% hits;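 active = inhibition above the mean of all tested compounds plus 3 SD, set per screening campaign, cut at about 45% in these data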
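Test system: GST/Flag-tagged HCV core106 proteins; Medium: KF-containing HEPES buffer, pH 7.45, DTT, CHAPS, BSA; Times: compound-protein-antibody incubation 4 h at 22.5 °C; Detection: TR-FRET 671 and 617 nm emission; Benchmarks: wells lacking GST-core106 and wells with excess unlabelled core106.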
Fh CTSL1 inh – counter-screen for PFM18AAP inhibitors: inhibitors of F. hepatica cathepsin L1 | 300,000 compounds, 0.49% hits | inhibition, % at 5.96 µM | recombinant F. hepatica cathepsin L1, Z-Leu-Arg-MCA fluorescence;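 active = inhibition above the mean of all tested compounds plus 3 SD, set per screening campaign, cut at about 17% in these data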;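 note: 0% = plate median of test compound wells and 100% = 1 µM Z-Phe-Ala-diazomethylketone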
GASC-1 inh – human JMJD2C demethylase inhibition; inhibition, % at 2.35 µM; GST-JMJD2C(1-420) H3K9me3 demethylation, DELFIA europium; AID 2099; Q9H3R0; 330,000 compounds, 0.069% hits;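 active = more than half of a compound's replicate wells show inhibition beyond 50%, single wells judged on their own value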;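 note: signal counts dimethyl H3K9 product captured on neutravidin plate; 0% = median of DMSO wells and 100% = 0.3 times that DMSO median; strong numbers were not always called active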
Efflux pump mplx – blocks antifungal efflux pumps in multiplex yeast assay; AID 485275; inhibition, % at 10 µM; S. cerevisiae Candida pump triplex, Nile Red efflux; 330,000 compounds, 0.44% hits;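 active = plate passing quality check with inhibition over a set limit, or well fluorescence over plate mean plus 4 SD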;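 note: Nile Red retained in pooled yeast measured as flow cytometry median fluorescence; 0% = buffer negative control and 100% = Enniatin B positive control; higher means more Nile Red kept so more efflux inhibition; some compounds called inactive have numbers as strong as hits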
PP5 inh – inhibitors of human protein phosphatase 5 (PP5); P53041; purified PP5c, OMFP substrate fluorescence; inhibition, % at 6.7 µM; 320,000 compounds, 0.18% hits; AID 1987;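 active = inhibition above the campaign's mean inhibition across all tested compounds plus 3 SD, cut at about 9.5% in these data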;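 note: 0% = DMSO only and 100% = 100 µM cantharidin control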
Target sequence (P53041 whole entry, looked up): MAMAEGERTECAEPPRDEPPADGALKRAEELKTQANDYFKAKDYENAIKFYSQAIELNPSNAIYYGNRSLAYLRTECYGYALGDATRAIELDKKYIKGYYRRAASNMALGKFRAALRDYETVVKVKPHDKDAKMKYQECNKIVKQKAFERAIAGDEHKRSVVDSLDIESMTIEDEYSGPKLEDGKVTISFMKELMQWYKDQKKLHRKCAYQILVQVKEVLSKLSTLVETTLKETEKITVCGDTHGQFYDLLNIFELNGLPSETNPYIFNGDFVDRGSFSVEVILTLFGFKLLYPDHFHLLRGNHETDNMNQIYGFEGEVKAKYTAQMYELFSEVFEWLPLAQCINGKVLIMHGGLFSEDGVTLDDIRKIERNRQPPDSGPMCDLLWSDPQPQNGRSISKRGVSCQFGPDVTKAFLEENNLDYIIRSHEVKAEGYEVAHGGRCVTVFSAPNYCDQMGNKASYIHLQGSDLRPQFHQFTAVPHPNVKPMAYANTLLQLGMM
proCasp7 act – counter-screen for procaspase-3 activators: activators of human procaspase-7 | P55210 | recombinant procaspase-7, Ac-DEVD-pNA absorbance 405 nm; D23A/D198A/D206A triple mutant, cannot self-cleave; scale: DMSO 0, 5 µM enzyme 100 | activation, % at 8.5 µM | 330,000 compounds, 0.093% hits | AID 463210;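 active = percent activation above the screen-wide mean plus 3 SD, cut at about 25% in these data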
Target sequence (P55210 whole entry D23A/D198A/D206A): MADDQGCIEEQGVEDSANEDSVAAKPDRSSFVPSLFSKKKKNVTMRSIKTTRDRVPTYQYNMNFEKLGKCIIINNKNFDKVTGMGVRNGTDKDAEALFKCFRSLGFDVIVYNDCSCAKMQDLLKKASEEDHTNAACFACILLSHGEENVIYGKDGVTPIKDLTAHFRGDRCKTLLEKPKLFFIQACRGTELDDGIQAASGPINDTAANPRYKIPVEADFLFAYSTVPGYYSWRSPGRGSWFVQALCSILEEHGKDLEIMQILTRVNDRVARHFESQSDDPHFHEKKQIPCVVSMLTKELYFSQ
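System: Uncleavable procaspase-7 mutant enzyme; Amount: 2 µM procaspase-7 mutant as dispensed; Schedule: 1 h compound preincubation, 2 h substrate cleavage, 25 °C; Measured by: 405 nm absorbance of p-nitroaniline; Evaluation: percent activation from buffer-corrected 0–120 min absorbance change; Control set: low DMSO alone, high DMSO plus 5 µM PC-7.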
PP1 inh – PP1-alpha (human) inhibition in PP5 counter-screen; inhibition, % at 6.7 µM; P62136; 320,000 compounds, 0.9% hits; purified PP1alpha, OMFP fluorescence;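 active = inhibition above the mean inhibition of all tested compounds plus 3 SD, computed separately for each screening campaign, cut at about 15% in these data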
The depositor's hits bear a star; · = not tested or not shown.

SMILES	proCasp3 act	TPT1 inhibitor	HCV core dimer	Fh CTSL1 inh	GASC-1 inh	Efflux pump mplx	PP5 inh	proCasp7 act	PP1 inh
O=C(O)Cn1nc(C(F)(F)F)c2c1CCC2	-1	2	-4	-3	-8	0.3	3.2	-2	-1
Cn1c(CNc2cccc(Cl)c2)nnc1SCC#N	-12	0	3	-2	-7	-0.1	-2.0	-25	8
Fc1ccc(-c2nnsc2Sc2ccccn2)cc1	4	-1	-443	0	-35	0.2	0.5	3	1
COc1ccc(OC)c2c1sc(=NC(=O)C(C)(C)C)n2C	-2	-3	1	0	-2	0.1	6.0	2	6
O=C(NC(c1ccccc1)c1ccccc1)C1CCCC1	-2	5	2	-3	-12	0.1	-2.6	-2	0
COc1ccc(C2N3CC4(C)CN2CC(C)(C3)C4O)cc1OC (configuration not stated)	-3	-2	-2	-1	-2	-0.1	0.4	1	-1
CCOc1ccc(-c2n[nH]c(=S)n2Cc2ccccc2)cc1	-28	-2	12	0	-13	-0.2	1.5	-28	2
Oc1ccc(C[C@H]2CNCCN2CCCCC2CCCCC2)cc1	-4	-4	-32	2	-3	0.0	0.2	4	3
CCC1(C)Cc2c(sc3c2c(=O)n(C)c2nnc(SCC(=O)c4ccccc4)n32)CO1 (configuration not stated)	4	-3	1	4	16	0.0	3.1	2	-1
NC(=O)CC(NC(=S)NCc1ccccc1)C(=O)O (configuration not stated)	-13	-3	0	-2	36	-0.1	-1.9	-4	0
CN(C)S(=O)(=O)c1ccc2c(c1)nc(CCC(=O)NCC1CCCCC1)n2C	2	2	-1	-3	-6	0.3	1.5	4	-8
COC(=O)C(=C/C=C/N1CCOCC1)C(=O)OC	-15	-2	1	0	-11	0.2	2.4	2	-1
CCOC(=O)C(NCCc1ccc(F)cc1)(NC(=O)CC)C(F)(F)F (configuration not stated)	7	3	-19	1	10	0.0	0.9	1	-2
CCCCC12CN3CCN(CC(C3)/C1=N\NC(=O)c1ccccc1N)C2	2	1	-4	-2	0	-0.4	1.3	-4	-3
CCOC(=O)c1[nH]c2cc(OC)c(OC)cc2c1NC(=O)CCN1CCSCC1	2	-3	2	3	3	-0.1	-2.8	8	-1
CCNC(=O)CC1C(=O)N(c2ccccc2)C(=O)N1CCc1ccc(OC)cc1 (configuration not stated)	0	-4	-3	-5	130	-0.1	0.4	4	4
CCC(=O)N(Cc1cc2c(C)cc(C)cc2[nH]c1=O)C1CCCCC1	5	-2	4	-3	18	-0.1	1.9	12	-2
O=c1[nH][nH]c(=O)n1-c1ccccc1	-2	2	2	1	-6	0.0	-1.1	12	-2
CCN(CC)C(=O)CSc1ccccc1N	-3	0	-1	-10	-3	0.2	-1.0	4	0
COc1ccc(-n2c(=O)c(CCC(=O)N(C)Cc3cccs3)nc3ccccc32)cc1	10	-2	8	3	10	0.0	0.7	8	-3
Cc1cccc(C(=O)Nc2nnc(-c3ccncc3)o2)c1	1	1	-6	1	2	0.0	0.1	10	2
CCOc1ccc(C(C)=O)cc1CN1c2ccc(S(N)(=O)=O)cc2CC1C (configuration not stated)	-5	3	15	-1	-14	0.2	1.1	4	7
CCOc1ccc(-c2cc(CCCC(=O)NCc3cccnc3)no2)cc1	-2	1	-9	-3	-1	-0.1	2.6	-3	-1
COC(=O)c1c(C)[nH]c(O)c1C=Nc1ccc(C(C)C)cc1	-7	9	-18	4	7	-0.1	2.7	-12	0
C/C(=N\N=C\c1ccccc1)c1nnn(-c2nonc2N)c1C	1	-3	9	0	-7	-0.2	0.3	2	3

Going on with the list:
SMILES	proCasp3 act	TPT1 inhibitor	HCV core dimer	Fh CTSL1 inh	GASC-1 inh	Efflux pump mplx	PP5 inh	proCasp7 act	PP1 inh
COc1ccc(OCC(=O)N2CC3(C)CC2CC(C)(C)C3)cc1 (configuration not stated)	-5	-1	7	4	-1	0.1	-2.3	4	-2
CC(=C/c1ccco1)/C=N/NC(=O)CSc1nnc(SCc2ccc(C)cc2)s1	-1	0	24	6	-15	-8.7	1.7	-1	11
O=Cc1ccccc1Oc1nc(N2CCOCC2)nc(N2CCOCC2)n1	0	-2	13	-4	1	-0.1	2.4	-2	1
Oc1ccc(Br)cc1-c1n[nH]c(=S)n1Cc1ccccc1	-9	-2	9	-3	1	0.0	5.3	-14	-1
CC(C)(C)NC(=O)c1cccc2c1C(=O)c1ccccc1-2	-6	-4	5	0	2	0.0	1.8	1	-2
Cc1nnc(NC(=O)c2cc(S(=O)(=O)N(C)C)ccc2N2CCCC2)s1	-4	·	·	·	10	-0.1	0.3	-8	0
CCOc1ccc(NC(=O)N2CCC(c3nc4ccccc4o3)CC2)cc1	-2	-3	-1	-6	6	0.2	-0.7	4	-6
Cc1nn(-c2ccccc2)c2nc(-c3ccccc3)cc(C(=O)N3CCOCC3)c12	7	0	3	-1	-13	-0.1	1.4	5	2
COc1ccc(C(=S)N2CCOCC2)cc1OC(=O)c1ccc([N+](=O)[O-])cc1[N+](=O)[O-]	4	-1	5	0	-18	0.2	2.7	7	2
COc1ccc(CNc2nc(NCc3ccc(OC)cc3)n(C(C)=O)n2)cc1	5	-1	-2	-3	21	0.0	1.6	6	7
Cc1ccccc1NC(=O)c1cc2ccccn2n1	2	-1	-2	4	-5	0.0	1.5	6	-4
O=S(=O)(c1cnc(Cl)c(Cl)c1)N1CCN(c2ncccn2)CC1	1	1	-1	1	-3	-0.2	1.9	0	-2
Cc1ccc(-c2cn3nc(-c4ccccc4)c(-c4ccccc4)nc3n2)cc1	-18	68*	15	0	1	0.1	-1.6	-26	-4
CC(=O)c1ccc(NC(=O)c2ccc(C)c(S(=O)(=O)N3CCOCC3)c2)cc1	-11	0	13	-1	4	0.4	-0.1	3	-1
O=C(NCC(c1ccco1)N1CCCCC1)c1ccc([N+](=O)[O-])s1 (configuration not stated)	-5	·	·	·	-4	0.2	·	-3	·
Cc1c(NC(=O)c2cc3c(=O)n4ccccc4nc3s2)c(=O)n(-c2ccccc2)n1C	-1	-3	3	-1	2	-0.2	-1.2	5	-3
CCCC(=O)Nc1nn(C)c2nc3cc(C)ccc3cc12	-4	-3	-7	2	2	-0.1	1.4	3	-3
Cc1cc(Cl)ccc1OCCCC(=O)OCC(N)=O	1	0	-3	6	-5	0.0	-0.1	15	-4
Cc1cc(C)c(C)c(S(=O)(=O)NCCCn2ccnc2)c1C	7	-1	9	-2	-5	0.3	-2.0	7	-3
O=C(OCc1cccc(C(F)(F)F)c1)c1cc([N+](=O)[O-])ccc1N1CCOCC1	-9	-2	-3	2	-1	-0.1	4.2	0	-1
O=S(=O)(c1ccccc1)c1cnn2c(C(F)(F)F)cc(-c3ccc(F)cc3)nc12	-3	-1	1	1	-7	0.5	-1.5	-7	2
CC(=O)c1c(C)n(CC(=O)NCc2ccc3c(c2)OCO3)c2ccccc12	0	-2	0	-2	2	-0.1	2.7	6	-6
O=S(=O)(Nc1ccc(Br)cc1)c1cccc(NC(=S)NCCN2CCOCC2)c1	0	-3	6	-1	4	-0.1	1.1	-3	0
COc1ccc(N2CCN(CCCn3c(=S)[nH]c4ccccc4c3=O)CC2)cc1	-3	1	-1	4	-9	0.3	2.4	7	-5
Cc1ccc2c(c1)N(C(=O)CCC(=O)N1CCN(c3ccccn3)CC1)CCO2	7	2	-1	1	1	0.2	-0.9	9	4

Next section:
SMILES	proCasp3 act	TPT1 inhibitor	HCV core dimer	Fh CTSL1 inh	GASC-1 inh	Efflux pump mplx	PP5 inh	proCasp7 act	PP1 inh
N#CCCN(Cc1cccs1)C(=O)Nc1ccccc1	15	0	-1	8	-7	0.0	3.0	3	-3
COc1cc2nc(N3CCN(c4cc(C)ccc4C)CC3)nc(N)c2cc1OC	6	-4	-11	5	6	-0.2	4.5	3	12
Cc1cccc(C(=O)Nc2nnc(S(=O)(=O)N(C)Cc3ccco3)s2)c1	-2	3	3	2	-1	0.0	1.1	-2	1
COc1ccc(S(=O)(=O)NCc2ccccn2)cc1Br	-5	3	5	-6	-6	0.2	1.5	7	-5
C=CCN1C(=O)/C(=C/c2cccs2)S/C1=N\S(=O)(=O)c1ccc(F)cc1	-4	3	18	-3	2	-0.2	1.3	14	0
COCCNC(=S)N1CCN(c2nc(-c3ccc(Cl)cc3)cs2)CC1	7	1	2	-1	-2	-0.2	2.2	0	-1
CCCSc1n[nH]c(NC(C)=O)n1	4	4	0	1	-7	-0.1	1.9	-4	-1
Cc1cc(/C=N\NC(=O)COc2cccc3cccnc23)c(C)n1-c1ccccc1	-9	-2	16	0	-4	-0.2	2.2	6	5
O=C(N/N=C/c1ccc(O)cc1O)c1ccncc1	-2	-2	-3	4	-10	-0.1	-1.0	4	-3
Cc1cccc(C(=O)OCC(=O)NC(=O)c2ccccc2)c1O	4	-1	1	-3	-2	-0.1	-1.1	7	-4
O=C(c1ccc2ccccc2c1)N1CCCC1	1	0	-23	4	4	-0.3	1.9	10	-3
CN(c1ccccc1)c1nc(N)c([N+](=O)[O-])c(Nc2ccccc2)n1	-16	-5	-3	16	3	0.0	-8.4	1	-4
O=C(NCCc1ccc(Cl)cc1Cl)c1ccc2nc[nH]c2c1	-2	-2	-3	-1	2	0.0	3.5	-1	0
CN(C)CC/C=C1\c2ccccc2CSc2ccccc21	4	-1	-4	-2	·	-0.1	1.4	4	3
O=C(CS(=O)(=O)c1ccccc1)Nc1nnc(C(F)(F)F)s1	1	-2	-9	-1	1	0.1	3.0	-3	1
CSCCC(NS(=O)(=O)c1c(Cl)cccc1Cl)C(=O)O (configuration not stated)	5	4	1	2	0	0.0	-6.0	-10	4
CC(C)(C)NC(=S)NCc1ccco1	-6	8	-4	1	69	-0.2	3.3	-11	2
COc1cc(/C=C(\C#N)c2nc3ccccc3[nH]2)cc(OC)c1O	-9	137*	-38	5	-24	0.3	-2.4	-20	-5
Cc1cccc(NS(=O)(=O)c2ccc(NC(=O)CN(c3cc([N+](=O)[O-])ccc3C)S(C)(=O)=O)cc2)c1	2	1	4	-1	4	-0.3	6.0	8	4
Cc1nc2ncnn2c(C)c1CCC(=O)Oc1ccccc1	-1	2	-7	7	3	-0.1	-0.9	-1	-2
CCCCOC(=O)Nc1nnc(CCc2ccccc2)s1	-7	0	4	-3	6	0.1	0.9	7	-5
CCOC(=O)c1c(-c2ccc(F)cc2)csc1NC(=O)c1c(-c2ccccc2)noc1C	1	-4	27	-2	1	0.1	3.8	7	0

Profiles from above.
O=C(c1ccc2ccccc2c1)N1CCCC1 is listed with proCasp3 act = 1; TPT1 inhibitor = 0; HCV core dimer = -23; Fh CTSL1 inh = 4; GASC-1 inh = 4; Efflux pump mplx = -0.3; PP5 inh = 1.9; proCasp7 act = 10; PP1 inh = -3
Cc1cccc(C(=O)Nc2nnc(S(=O)(=O)N(C)Cc3ccco3)s2)c1 is listed with proCasp3 act = -2; TPT1 inhibitor = 3; HCV core dimer = 3; Fh CTSL1 inh = 2; GASC-1 inh = -1; Efflux pump mplx = 0.0; PP5 inh = 1.1; proCasp7 act = -2; PP1 inh = 1

Screening results from PubChem.
